# FAS-TE inh – FAS thioesterase (human) inhibition; P49327; recombinant FAS-TE, OMFH fluorogenic substrate, fluorescence endpoint; inhibition, % at 15 µM; 360,000 compounds, 0.67% hits; AID 602261;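 active means compounds whose normalised, plate-corrected inhibition of enzyme fluorescence in the single-dose primary screen is 50% or more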;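 further: 0% = DMSO with enzyme and 100% = substrate without enzyme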
# E coli Lon inh – E. coli protease La inhibition. purified E. coli Lon protease, fluorescence polarization. P0A9M0. inhibition, % at 7.94 µM. 360,000 compounds, 0.42% hits; in the data active means inhibition above about 13%, passing the limit was not always enough;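 further: 0% = enzyme with probe and DMSO and 100% = no enzyme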
# Rin1 Abl inh – blocks binding of human Rin1 to Abl | P00519+Q13671 | TR-FRET Rin1/Abl binding, biochemical | inhibition, % at 7.35 µM | 360,000 compounds, 0.4% hits | AID 588664; in the data active means inhibition above about 5%, passing the limit was not always enough
# Rpn11 inh – blocks the human proteasome subunit Rpn11. human 26S proteasome, Ub4-pepOG fluorescence polarization; 20S core pre-blocked with epoxomicin. calls only at 20 µM. 360,000 compounds, 0.59% hits. AID 588493;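 active means inhibition at 20 µM, scaled to each plate's controls, above about 33%, limit read from the data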
# Target sequence (O00487 whole entry, looked up): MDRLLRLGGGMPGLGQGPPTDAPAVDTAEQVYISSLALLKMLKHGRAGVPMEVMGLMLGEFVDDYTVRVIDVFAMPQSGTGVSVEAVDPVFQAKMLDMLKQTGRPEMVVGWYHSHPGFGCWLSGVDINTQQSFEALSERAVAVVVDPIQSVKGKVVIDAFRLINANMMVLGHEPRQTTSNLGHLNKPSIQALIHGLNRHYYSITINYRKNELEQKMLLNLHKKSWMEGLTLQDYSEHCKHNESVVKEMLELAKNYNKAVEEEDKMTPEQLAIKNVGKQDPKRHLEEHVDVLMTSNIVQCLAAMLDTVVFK
# MLLE-PAM2 inh – inhibitors of microRNA-mediated deadenylation, human PABP1 MLLE binding; AID 588489; inhibition, % at 20 µM; GST-MLLE / FITC-PAM2 fluorescence polarization; 360,000 compounds, 0.36% hits; in the data active means inhibition above about 35%, passing the limit was not always enough;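 further: plate controls were DMSO wells with GST-MLLE for no effect and wells lacking GST-MLLE protein for full effect; some results filed as inactive read as strong as hits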
# CSN deneddyl inh – inhibitors of human CSN-mediated cullin deneddylation. 360,000 compounds, 0.38% hits. Purified CSN, SCF-Nedd8-OG deneddylation, fluorescence polarization. Q92905. inhibition, % at 12.5 µM. AID 651999;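 active means pattern-corrected inhibition above about 35%, with an unprinted fluorescence ratio check between 0.5 and 1.5, limit read from the data, passing the limit was not always enough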;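 further: 0% = enzyme with substrate and 100% = substrate without enzyme; some results filed as inactive read as strong as hits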
# Target sequence (Q92905 whole entry, looked up, one chain of several): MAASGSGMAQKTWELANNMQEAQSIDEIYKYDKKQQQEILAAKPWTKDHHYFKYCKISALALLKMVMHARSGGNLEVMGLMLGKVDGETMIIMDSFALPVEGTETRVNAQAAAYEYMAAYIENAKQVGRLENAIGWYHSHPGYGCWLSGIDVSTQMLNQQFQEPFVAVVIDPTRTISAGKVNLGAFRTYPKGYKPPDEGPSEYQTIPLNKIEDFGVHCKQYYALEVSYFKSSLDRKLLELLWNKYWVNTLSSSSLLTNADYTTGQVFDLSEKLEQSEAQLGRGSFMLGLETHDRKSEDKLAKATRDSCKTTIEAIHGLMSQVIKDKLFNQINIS
#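 Assay system: Purified human Csn5 enzyme expressed in HEK293T cells | Amount: Enzyme 0.24 nM | Measured by: Fluorescence polarization readout | Medium: Tris/NaCl/DTT buffer, pH 7.5 | Compound dosing: One concentration, 12.5 µM, 0.25% DMSO | Times: 90 min incubation of compound, enzyme and substrate at room temperature | Control set: no-enzyme wells high, enzyme-with-substrate wells low | Read-out: % inhibition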
# MsrA inhibitor – bovine MsrA inhibition | purified bovine MsrA, absorbance read-out | 360,000 compounds, 0.75% hits | AID 651718 | inhibition, % at 15.5 µM; in the data active means inhibition above about 4.5%;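 further: 0% = vehicle wells with enzyme and 100% = reference inhibitor wells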
# bovine MsrA act – activates bovine MsrA enzyme. purified bovine MsrA, absorbance read-out. activation, % at 10.6 µM. 360,000 compounds, 0.3% hits. AID 602163; in the data active means activation above about 7.5%;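 further: 0% = vehicle and 100% = reference activator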
# MT1-MMP act inh – blocks activation of human MT1-MMP; P50281; HT1080 RFP-PRO-GFP cells, GFP/RFP ratio fluorescence, overnight; percent of plate control window, DMSO zero; GFP/RFP ratio change, % at 20 µM; 360,000 compounds, 0.061% hits; AID 651647;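 active means GFP/RFP ratio change of at least 30% with cell ATP level not reduced by more than half and red fluorescence within 50% of control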; further: strong numbers were not always called active
#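 Material: RFP-PRO-GFP reporter HT1080 cells. Dosing: single-point 20 µM compound, 1% DMSO. Controls: DMSO and RFP-L50D-GFP cell wells. Timing: cells overnight before dosing, compound overnight, 37 °C, 5% CO2. Measure: GFP/RFP fluorescence ratio.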
# Starred values were filed as active, the others as inactive; i = inactive; · = no result given; & = joins results of further samples.
no.	smiles	bovine MsrA act	Rpn11 inh	Rin1 Abl inh	MsrA inhibitor	MT1-MMP act inh	MLLE-PAM2 inh	FAS-TE inh	E coli Lon inh	CSN deneddyl inh
1	O=C(NCc1cccs1)C1CCN(S(=O)(=O)N2CCCC2)CC1	-4	i	7	2.1	5	-4	-8	-2	-3
2	CC(=O)Nc1ccc(NC(=O)COC(=O)CCCc2c[nH]c3ccccc23)cc1	-5	i	-3	0.2	4	-25	0	-7	0
3	O=C(CC(C(=O)O)c1ccc(Cl)cc1)c1ccccc1 (stereo not given)	-5	i	2	-1.1	2	-2	-6	-1	3
4	CCC1Nc2ncnc(N3CCCCC3)c2N(Cc2ccc(C)cc2)C1=O (stereo not given)	-4&-3	i	0&1	-1.0&0.6	-1&0	-2&-6	-2&2	-5&1	2&-4
5	COc1ccc2c(c1)OC(=O)CC2c1ccccc1OC (stereo not given)	-8	i	-3	1.2	-3	-3	7	-17	-2
6	O=C(CN1CCN(S(=O)(=O)c2ccccc2)CC1)NC(=O)NC1CCCCC1	2	i	0	0.8	2	-6	4	-1	4
7	c1ccc(CN=C2Nc3ccccc3CS2)nc1	-4	i	1	1.0	-1	-3	-4	-4	-9
8	CCCNC(=O)c1cc(C2CCCN(C(=O)c3ccc4ccccc4c3)C2)on1 (stereo not given)	-6	i	5	-1.2	2	-7	-3	7	-1
9	C=CCNC(=S)NNC(=O)c1cc(-c2cccnc2)nc2ccccc12	1	i	0	1.0	-3	5	-2	7	-5
10	O=C(N/N=C/c1cn(-c2ccccc2)nc1-c1cccnc1)c1ccccc1	-2	i	-2	0.7	5	-2	2	1	5
11	O=[N+]([O-])c1ccc(N(c2ccccc2)c2ccccc2)cc1	-4	·	-5	0.4	-10	-27	-34	-45	9
12	COc1ccc(-c2csc(Nc3ccc(S(N)(=O)=O)cc3)n2)cc1	-5	i	-5	0.3	0	15	15	-14	4
13	O=C1S/C(=C/c2ccc(N3CCOCC3)o2)C(=O)N1Cc1ccc(F)cc1	-11	·	0	0.4	-248	-66	-57	-130	132
14	Nc1nonc1-n1nnc(C(=O)N/N=C/c2ccc(OCc3ccc(F)cc3)cc2)c1COc1ccccc1	-1	i	-3	1.5	-11	15	6	-6	6
15	COc1cccc(Nc2nc(-c3ccccc3O)nc3ccccc23)c1	-13	i	-360	-0.1	-8	-1	23	-8	-2
16	O=C(CNC(=O)c1ccccc1F)Nc1ccc2c(c1)CCC2	1	i	1	-0.7	-1	18	-3	-7	0
17	CN(C)N1C(=O)CC(NNC(=O)c2ccncc2)C1=O (stereo not given)	-4	i	0	0.0	-2	16	-7	4	-13
18	CCn1c(SCc2nc3scc(-c4ccccc4)c3c(=O)[nH]2)nnc1-c1cccs1	-1	i	2	-0.6	4	-39	9	-17	4
19	CC(=O)OC1COC(N2CCc3cc([N+](=O)[O-])ccc32)C(OC(C)=O)C1OC(C)=O (stereo not given)	0	i	-5	0.3	3	6	0	-1	-1
20	CC1Cc2ccccc2N1S(=O)(=O)c1ccc2c(c1)n(C)c(=O)c(=O)n2C (stereo not given)	-2	i	-8	-0.4	-1	6	15	1	2
21	CC1=NN(C2=NS(=O)(=O)c3ccccc32)C(C)(O)C1 (stereo not given)	-4	i	0	-0.3	3	3	-2	-2	-1
22	Cc1occc1C(=O)Nc1ccc2ccccc2c1	0	i	1	-0.6	1	3	5	5	0
23	C=CCc1c(C)[nH]c(=S)c(C#N)c1C	-3	i	-3	0.9	-3	19	6	-3	1
24	COC(=O)[C@]1(Cc2ccccc2)N[C@H](CN(C)C(=O)c2ccc(F)cc2)[C@@H]2C(=O)N(Cc3ccccc3)C(=O)[C@@H]21	0	i	-1	0.7	1	9	10	-5	-2
25	NC(=O)CSc1cn(Cc2ccccc2)c2ccccc12	-1	i	0	1.0	-2	15	-3	-6	-4
26	O=C(CCNS(=O)(=O)c1cccc2nsnc12)NC1CCCc2ccccc21 (stereo not given)	-3	i	1	-0.6	-8	5	-3	4	-3
27	OCC1(Cc2ccccc2)CCN(Cc2ccc(-c3ccco3)cc2)CC1	-8	i	2	0.0	-1	17	-7	4	4
28	O=C(CN1C(=O)CCC1=O)NC(=O)NC1CCCC1	-3	i	1	-0.3	0	-16	-3	-9	-2
29	CC(OC(=O)c1cccc(S(=O)(=O)N2CCCC2)c1)C(=O)NC1CCCCC1C (stereo not given)	0	i	4	-1.3	-3	-13	0	-7	-3
30	C=CCNC(=S)N/N=C(\C)c1cccnc1	-3	i	0	1.1	-2	29	-2	3	-1
31	Cc1ccc(S(=O)(=O)NCC(=O)OCc2cc(=O)oc3c(C)c(C)ccc23)cc1C	1	i	1	-0.8	-2	-2	14	-2	-1
32	Cc1cccc(CCN(C(=O)c2csnn2)C(C(=O)NC2CCCC2)c2ccco2)c1 (stereo not given)	-3	i	2	-1.2	0	11	5	-1	2
33	CCOC(=O)c1c(C)oc2c1c1c(c3ccccc32)OCN(Cc2cccnc2)C1	-3	i	-1	·	-2	34	-33	7	-1
34	Oc1ccc(-c2n[nH]c(=S)n2Cc2ccco2)cc1	3	i	-5	1.0	·	2	-7	4	1
35	CCOC(=O)Nc1nnc(/C=C/c2ccc(OC)cc2)s1	-6	i	1	3.4	-1	-6	-12	-9	-5
36	Cc1ccccc1NCCC(=O)Nc1ccc(Cl)cc1	-2	i	0	-0.5	1	-4	11	-6	-4
37	Cc1nc2ccccn2c(=O)c1NC(=O)c1ccc(Br)o1	-1	i	0	2.4	1	3	-6	4	2
38	COc1cc(NC(=O)CCC(=O)OCCCC(F)(F)C(F)(F)F)nc(OC)n1	-6	i	0	-1.5	-7	26	0	-3	-4
39	Cc1cc2occ(CC(=O)N(C)CC(=O)Nc3ccccc3Br)c2cc1C	0	i	0	-0.3	2	-3	12	-13	3
40	Cc1cc(NS(=O)(=O)c2c(C)c(C)cc(C)c2C)no1	-4	i	0	-0.2	-4	8	-3	-3	-6
41	O=C(c1ccc(-n2cncn2)c([N+](=O)[O-])c1)N1CCN(S(=O)(=O)c2ccc(Br)cc2)CC1	-2	i	-4	0.4	4	6	4	-4	0
42	Cn1c(-c2cnn(-c3ccccc3)c2-n2cccc2)n[nH]c1=S	4	i	0	-0.9	2	-7	-6	-2	-5
43	NC(=S)N1CCCc2ccccc21	0	i	4	-1.6	-5	0	-6	14	3
44	CCCCN(C(=O)c1cc(S(=O)(=O)N2CCOCC2)ccc1N1CCOCC1)c1ccccc1	-5	i	-3	-0.5	-2	-101	-5	-5	0
45	O=C(c1ccc(-c2ccccc2)cc1)C1CCCN(C(=O)c2cncs2)C1 (stereo not given)	-8	i	-1	1.0	-6	5	9	2	-2
46	COc1cc(/C=C(\C#N)C(=O)Nc2ccccc2F)ccc1OCCN1CCOCC1	-7	i	0	0.4	-6	-8	-2	4	-1
47	CC(OC(=O)/C=C/c1ccco1)C(=O)Nc1cccc([N+](=O)[O-])c1 (stereo not given)	-5	i	-3	0.5	-2	-5	38	1	-2
48	COc1cccc(/C=C/c2nc(S(=O)(=O)c3ccccc3)c(N3CCC(C(N)=O)CC3)o2)c1	-3	i	-2	0.8	-4	-5	-4	-10	-3
49	COc1ccc(NC(=O)c2cc(C3CCCCN3C(=O)c3ccc(Cl)cc3)on2)c(C)c1 (stereo not given)	-2	i	-3	-0.3	0	2	19	-8	4
50	CCN(CC)S(=O)(=O)c1ccc(C(=O)Nc2ccc(C(F)(F)F)n(C)c2=O)cc1	-3	i	1	0.0	1	5	-1	2	-3

# (continued)
no.	smiles	bovine MsrA act	Rpn11 inh	Rin1 Abl inh	MsrA inhibitor	MT1-MMP act inh	MLLE-PAM2 inh	FAS-TE inh	E coli Lon inh	CSN deneddyl inh
51	COc1cc(C[C@@H](C)[C@@H](C)Cc2ccc(O)c(OC)c2)ccc1O	-10	i	2	0.3	11	13	13	2	2
52	O=C(Oc1ccccc1OC(=O)N1CCOCC1)N1CCOCC1	0	i	-1	-0.6	-3	4	-11	5	-2
53	O=C(/C=N/O)Nc1ccccc1	-1	i	-3	1.3	0	-3	-16	-7	0
54	C[C@@H](OC(=O)c1[nH]cnc1C(=O)N1CCc2ccccc2C1)c1ccccc1	-1	i	5	-0.1	3	-4	-7	0	-1
55	O=C(/C=C/c1ccc(Br)o1)NCc1ccccc1	-6	i	-3	0.7	0	-4	-1	-18	29
56	O=C(Nc1cccc(F)c1)/C(=C\c1cccnc1)NC(=O)c1ccco1	0	i	1	0.7	2	5	-3	-5	3
57	COC(=O)c1ccccc1C(=O)N1CCCC(CCC(=O)NCc2ccc(F)c(F)c2)C1 (stereo not given)	-3	i	5	-0.1	-5	-4	0	3	5

# Part of the list above in order of heavy-atom count, ascending.
no.	smiles	bovine MsrA act	Rpn11 inh	Rin1 Abl inh	MsrA inhibitor	MT1-MMP act inh	MLLE-PAM2 inh	FAS-TE inh	E coli Lon inh	CSN deneddyl inh
7	c1ccc(CN=C2Nc3ccccc3CS2)nc1	-4	i	1	1.0	-1	-3	-4	-4	-9
21	CC1=NN(C2=NS(=O)(=O)c3ccccc32)C(C)(O)C1 (stereo not given)	-4	i	0	-0.3	3	3	-2	-2	-1
3	O=C(CC(C(=O)O)c1ccc(Cl)cc1)c1ccccc1 (stereo not given)	-5	i	2	-1.1	2	-2	-6	-1	3
5	COc1ccc2c(c1)OC(=O)CC2c1ccccc1OC (stereo not given)	-8	i	-3	1.2	-3	-3	7	-17	-2
51	COc1cc(C[C@@H](C)[C@@H](C)Cc2ccc(O)c(OC)c2)ccc1O	-10	i	2	0.3	11	13	13	2	2
45	O=C(c1ccc(-c2ccccc2)cc1)C1CCCN(C(=O)c2cncs2)C1 (stereo not given)	-8	i	-1	1.0	-6	5	9	2	-2
38	COc1cc(NC(=O)CCC(=O)OCCCC(F)(F)C(F)(F)F)nc(OC)n1	-6	i	0	-1.5	-7	26	0	-3	-4
8	CCCNC(=O)c1cc(C2CCCN(C(=O)c3ccc4ccccc4c3)C2)on1 (stereo not given)	-6	i	5	-1.2	2	-7	-3	7	-1
18	CCn1c(SCc2nc3scc(-c4ccccc4)c3c(=O)[nH]2)nnc1-c1cccs1	-1	i	2	-0.6	4	-39	9	-17	4
32	Cc1cccc(CCN(C(=O)c2csnn2)C(C(=O)NC2CCCC2)c2ccco2)c1 (stereo not given)	-3	i	2	-1.2	0	11	5	-1	2
49	COc1ccc(NC(=O)c2cc(C3CCCCN3C(=O)c3ccc(Cl)cc3)on2)c(C)c1 (stereo not given)	-2	i	-3	-0.3	0	2	19	-8	4
44	CCCCN(C(=O)c1cc(S(=O)(=O)N2CCOCC2)ccc1N1CCOCC1)c1ccccc1	-5	i	-3	-0.5	-2	-101	-5	-5	0

# Screening results: PubChem BioAssay, several laboratories

# No enrichment for hits; 3.7% or so of the library scored in one or more.
